SRC3 TRFRET art = flags TR-FRET format artefacts in PPARgamma SRC-3 recruitment agonist screen | TR-FRET artefact counter-screen, PPARgamma/SRC-3 format; stronger effect = higher value | TR-FRET ratio at 8 µM | 99,000 compounds, 0.39% hits | AID 1048; in the data active = TR-FRET ratio above about 2000; note: inactives centre near 1600; reference of the scale not given here
SRC1 TRFRET art = flags TR-FRET format artefacts in PPARgamma SRC-1 recruitment agonist screen. TR-FRET detection artefact counter-screen, emission ratio; stronger effect = higher value. AID 1051. TR-FRET ratio at 8 µM. 99,000 compounds, 0.34% hits; in the data active = TR-FRET ratio above about 2300; note: inactives centre near 1800; reference of the scale not given here
* marks the source's active call; other numbers are inactive results.

SMILES	SRC3 TRFRET art	SRC1 TRFRET art
Cc1cc(C(F)(F)F)c(C#N)c(SCC(=O)NC(C)(C)C)n1	1627	1810
O=S(=O)(c1ccc(Oc2ccc(S(=O)(=O)N3CCOCC3)cc2)cc1)N1CCOCC1	1604	1900
COc1cccc(CN2CCNC(=O)C2CC(=O)N2CCCCO2)c1OC (stereo not drawn)	1499	1711
O=C(CCN1C(=O)C2C3CCC(C3)C2C1=O)Nc1ccccc1C(F)(F)F (stereo not drawn)	1450	1556
CCOC(=O)C1=C(C)NC(C)=C(C(=O)OCC)C1C(=O)OCC(=O)N(CC)C1CCS(=O)(=O)C1 (stereo not drawn)	1516	1858
Nc1nc2ncc(-c3ccsc3)c(N)n2n1	1577	1888
COc1ccc(C(=O)c2ccc(OC)c(Br)c2)cc1Br	1653	1684
CC(C)C1CC(CCNCc2ccc(N(C)C)cc2)(c2ccccc2)CCO1 (stereo not drawn)	1526	1870
CCN1CC(CN(C)Cc2cn(-c3ccc(C)cc3)nc2-c2cccc(C)c2)CC1=O (stereo not drawn)	1434	1737
CCOc1ccc(NC(=O)/C(C#N)=C/c2ccc(N3CCCC3)c(C)c2)cc1	1558	1805
CSc1sc(C)cc1/C=N/O	1599	1609
Cc1cc(=O)[nH]c(NCCO)n1	1394	1889
O=C(NNc1ccccc1Br)C(O)(c1cccc(C(F)(F)F)c1)c1cccc(C(F)(F)F)c1	1539	2020
CCCNc1ccc(C(=O)OCC)cc1[N+](=O)[O-]	1256	1665
CC1(C)COC2(OC1)C(=O)Nc1ccccc12	1529	1576
O=C(Oc1cccc2cccnc12)c1cccc(N2C(=O)C3C4CCC(C4)C3C2=O)c1 (stereo not drawn)	1425	1995
COc1ccc(/C=N/NC(=O)c2cccnc2)cc1CN1CCc2cc(OC)c(OC)cc2C1C (stereo not drawn)	1359	1579
C=CCNC(=S)N1CCN(CCN=Cc2c(C)[nH]n(-c3ccc([N+](=O)[O-])cc3)c2=O)CC1	1838	2068
COc1ccc(C)cc1NC(=O)C(Sc1nnc(-c2cccs2)o1)c1ccccc1 (stereo not drawn)	1431	1908
CN(c1c[nH]c(=O)[nH]c1=O)C1CCCCC1	1445	1595
Nc1nonc1-c1nc2ccccc2n1CC(=O)N/N=C/c1ccc(-c2cccc(C(=O)O)c2)o1	1558	1660
Cc1cc(-c2nnc(CCC(=O)N(CC3CC3)CC3CCCO3)o2)no1 (stereo not drawn)	1259	1734
CC1(C)CC(=O)/C(=C(/O)Cc2ccccc2)C(=NCCc2ccccc2)C1	1438	1705
Cc1ccc(S(=O)(=O)c2c(C)cc(C)nc2N2CCCC2)cc1	1503	1719
CC(C)N1CC2=C(C1=O)C(c1ccc(O)cc1)NC(=O)N2C (stereo not drawn)	1526	1652
Cc1ccc(OCC(=O)NCCC2=CCCCC2)cc1	1584	1905
Cc1cccc(Nc2ncnc3c2cnn3C)c1	1693	1604
CCCC(c1nnnn1Cc1ccc2c(c1)OCO2)N1CCC(C(N)=O)CC1 (stereo not drawn)	1421	1757
COc1ccccc1C(=O)NC(=S)Nc1ccc(N2CCCC2)cc1	1711	1981
COC(=O)Cc1[nH]nc2c1C(c1cccc(OC)c1OC)C(C#N)=C(N)O2 (stereo not drawn)	1509	1874
COC(=O)CSc1nc(NC(C)(C)C)nc(N(C)C)n1	1735	1688
N#Cc1c(N2C(=O)Nc3ccccc3N2O)sc2c1CCCC2	1594	1802
CCC(Cc1ccccc1)NC(=O)CN1C(=O)CSc2ncccc21 (stereo not drawn)	1642	1910
COc1cccc(/C=C/C(=O)OCC(=O)Nc2ccc(Cl)c(S(=O)(=O)N(C)C)c2)c1OC	1616	1770
COc1ccc(-c2cc3nc(C)c(CCC(=O)N4CCN(c5ccccn5)CC4)c(C)n3n2)c(OC)c1	1388	1779
CC(C)Cn1c(N)c(C(=O)COC(=O)CCc2nc3ccccc3s2)c(=O)n(C)c1=O	1806	1899
Cc1c(N=Nc2ccc(O)cc2)c(=O)n(-c2ccccc2)n1C	2164*	2013
COc1ccc(C(C)=O)cc1Cn1nc(C)c([N+](=O)[O-])c1C	1426	1862
CNc1nc(-c2ccc3c(c2)CCN3C(=O)c2ccccc2F)cs1	1719	1953
CC(C)(C)NC(=O)c1oc2ccccc2c1COc1ccccc1	1403	1768

Next part, starting with the last 2 of the part before.
SMILES	SRC3 TRFRET art	SRC1 TRFRET art
CNc1nc(-c2ccc3c(c2)CCN3C(=O)c2ccccc2F)cs1	1719	1953
CC(C)(C)NC(=O)c1oc2ccccc2c1COc1ccccc1	1403	1768
CC(C)(C)NC(=O)C(c1ccncc1)N(C(=O)C1CSC(=O)C1)c1ccccc1 (stereo not drawn)	1646	1725
CCN(CC)S(=O)(=O)c1cc(OC)c(C)cc1C	1599	1623
COc1ccc(/C=N/Nc2ncnc(Cl)c2N)cc1OC	1695	2171
CCc1ccccc1NC(=O)CC1CS(=O)(=O)CC1CC(=O)Nc1ccccc1CC (stereo not drawn)	1477	1893
CCOc1ccc(N(Cc2ccccc2F)C2=NC3CS(=O)(=O)CC3S2)cc1 (stereo not drawn)	1441	1815
COC(=O)c1ccc(OCc2nc(N)nc(N3CCOCC3)n2)cc1	1604	2266
Cc1[nH][nH]c(=O)c1C=NCc1cccc(C(F)(F)F)c1	1366	2064
CC1=NCCN1S(=O)(=O)c1ccccc1[N+](=O)[O-]	1587	1783
COc1ccc(CCNC(=O)COc2ccc(S(=O)(=O)NC(C)C)cc2)cc1OC	1523	1939
CN(C)CCN1C(=O)C(=O)/C(=C(/O)c2ccc(F)cc2)C1c1ccccc1F (stereo not drawn)	1785	1782
CC(=O)c1cccc(NC(=S)NCc2ccco2)c1	1462	1561
COC(=O)c1c(NC(=O)COC(=O)[C@@H](NS(=O)(=O)c2ccccc2)C(C)C)sc2c1CCC2	1562	1727
Cc1ccc(NC(=O)c2snc3ccc(Cl)cc23)cc1C	1479	1546
CCOC(=O)c1c(-c2cccc(N)c2)cn2ccccc12	1653	1794
CCOc1ncccc1C(=O)NCc1cccc(OC)c1	1499	1555
Cc1ccc(NC(=O)C(=O)N2CCCC2)cc1Cl	1554	1801
COC(=O)c1ccc(C2/C(=C(\O)c3ccc(OC)c(C)c3)C(=O)C(=O)N2c2cc(C)on2)cc1 (stereo not drawn)	1790	1974
Cc1ccc(/C(N)=N/OC(=O)Cc2cccc3ccccc23)cc1	1543	1872
COc1ccc(C(=O)/C=C/c2ccc(N3CCCCC3)c([N+](=O)[O-])c2)c(OC)c1	1854	1989
CCOC(=O)c1sc(NC(=O)C(C)Sc2nnc(N)s2)nc1C (stereo not drawn)	1500	1808

Another view of part of the listing above.
| SMILES | SRC3 TRFRET art | SRC1 TRFRET art |
| --- | --- | --- |
| COC(=O)c1ccc(C2/C(=C(\O)c3ccc(OC)c(C)c3)C(=O)C(=O)N2c2cc(C)on2)cc1 (stereo not drawn) | 1790 | 1974 |
| Cc1ccc(/C(N)=N/OC(=O)Cc2cccc3ccccc23)cc1 | 1543 | 1872 |

Next entries follow.
SMILES	SRC3 TRFRET art	SRC1 TRFRET art
Cc1cc(C)c(NC(=O)COC(=O)/C=C/c2cccs2)c(C)c1	1428	1912
CC1CCC(=NNC(=O)Cc2cccn2C)CC1 (stereo not drawn)	1605	1654
CCCC(C)NC(=O)CSc1nnc(-c2c[nH]c3ccccc23)o1 (stereo not drawn)	1702	1883
COc1ccc(CCNc2ccc(N3C(=O)CC(C)C3=O)cc2[N+](=O)[O-])cc1OC (stereo not drawn)	1467	1813
Cc1c(OCc2ccccc2)cccc1OCc1ccccc1	1497	1717
O=C(Nc1ccc(Cl)cc1C(F)(F)F)C(Sc1nnc(-c2cccs2)o1)c1ccccc1 (stereo not drawn)	1552	1724
CCCN(CC(=O)Nc1ccc(Cl)cc1Cl)C(=O)/C=C/c1cccc([N+](=O)[O-])c1	1391	1888
NC(=O)c1cc([N+](=O)[O-])ccc1NCc1cccnc1	1557	2153
COc1ccc(NC(=O)CSc2n[nH]c(-c3ccco3)n2)cc1	1643	1878
COc1cccc(C(=O)NCC(=O)N/N=C(C)\C=C\c2ccccc2)c1	1797	2144
CN(C)CCNC(=O)Nc1ccc(F)cc1F	1451	1820
Cc1cc(/C=C2/NC(=O)NC2=O)c(C)n1-c1ccc(C#N)cc1	1742	2143
COc1ccc(CC(=O)NNc2ncnc3c2cnn3-c2ccc(C)cc2)cc1	1411	1513
Cn1cc(CNCc2ccc(OC(F)(F)F)cc2)c(-c2ccc3c(c2)OCCO3)n1	1652	2088
CCCCC(=O)Nc1ccccc1C(=O)OCC(=O)c1ccc2c(c1)OCCO2	1713	1740
CC12CCC(c3c(C(=O)N4CCOCC4)nn(-c4ccccc4)c31)C2(C)C (stereo not drawn)	1614	1967
O=C1NC(CCc2ccccc2)C(=O)N1Cc1cccc2ccccc12 (stereo not drawn)	1608	1490
Cc1c(C(=O)Nc2cccc(-c3nnc4n3CCCCC4)c2)oc2ccccc12	1493	1840
Cc1cc(C)c(C)c(C(=O)c2ccccc2C(=O)O)c1C	1692	1553
COc1cc(NS(=O)(=O)c2ccc(C)cc2)c2ncccc2c1	1897	1736

A draw from above in order of heavy-atom count, ascending.
SMILES	SRC3 TRFRET art	SRC1 TRFRET art
CN(C)CCNC(=O)Nc1ccc(F)cc1F	1451	1820
CC1CCC(=NNC(=O)Cc2cccn2C)CC1 (stereo not drawn)	1605	1654
NC(=O)c1cc([N+](=O)[O-])ccc1NCc1cccnc1	1557	2153
Cc1cc(C)c(C)c(C(=O)c2ccccc2C(=O)O)c1C	1692	1553
COc1ccc(NC(=O)CSc2n[nH]c(-c3ccco3)n2)cc1	1643	1878
CCCC(C)NC(=O)CSc1nnc(-c2c[nH]c3ccccc23)o1 (stereo not drawn)	1702	1883
COc1cccc(C(=O)NCC(=O)N/N=C(C)\C=C\c2ccccc2)c1	1797	2144
CC12CCC(c3c(C(=O)N4CCOCC4)nn(-c4ccccc4)c31)C2(C)C (stereo not drawn)	1614	1967
COc1ccc(CC(=O)NNc2ncnc3c2cnn3-c2ccc(C)cc2)cc1	1411	1513
COc1ccc(CCNc2ccc(N3C(=O)CC(C)C3=O)cc2[N+](=O)[O-])cc1OC (stereo not drawn)	1467	1813
O=C(Nc1ccc(Cl)cc1C(F)(F)F)C(Sc1nnc(-c2cccs2)o1)c1ccccc1 (stereo not drawn)	1552	1724

Additional structures follow:
SMILES	SRC3 TRFRET art	SRC1 TRFRET art
CCN1CCCc2cc(CN(CCN3CCOCC3)C(=S)Nc3cc(F)cc(F)c3)ccc21	1622	2047
O=C(NC(Cc1c[nH]c2ccccc12)C(=O)N/N=C/c1ccc(Cl)cc1)c1cccs1 (stereo not drawn)	1686	1595
Cc1ccc2[nH]cc(CCNC(=O)CN3C(=O)c4ccccc4C3=O)c2c1	1527	1998
CC(C)OC(=O)CC(=O)CSc1nc(-c2ccc(F)cc2)cc(-c2ccccc2)c1C#N	1745	1691
C/C(=N\NC(=O)C(=O)Nc1cccc(Cl)c1C)c1ccncc1	1690	1755
CC1=C(C)C(c2ccccc2)NC(=S)N1 (stereo not drawn)	1567	1627
Cc1occc(=O)c1OCc1c(F)cccc1Cl	1669	2006
COc1cccc(NC(=O)COC(=O)c2ccc(F)cc2F)c1	1348	1458
CN(C)/C=C/C(=O)C(F)(F)F	1353	1970
Cc1cc(C)n2nc(SCCOc3ccc(F)cc3)nc2n1	1681	1986
CN1CCN(C(=O)CN(C)S(=O)(=O)c2ccc3ccccc3c2)CC1	1806	1828
COc1ccc(C2Nc3ccccc3C(=O)N2NS(C)(=O)=O)cc1 (stereo not drawn)	1609	1732
CC(C)=NN/C(N)=N/C(=S)Nc1ccc(C)cc1	1621	2285
CCOc1ccc(NC(=O)CC2CC(C)(C)OC2=O)cc1 (stereo not drawn)	1551	1756
C=CCNC(=S)N/N=C(\C)c1ccc(OC)cc1	1676	1904
O=c1nc2s/c(=C\c3ccc(-c4ccccc4[N+](=O)[O-])o3)c(=O)n2nc1-c1ccccc1	1481	2073
N#CC(c1ccccc1)N(CCCCl)C(=O)c1ccccc1 (stereo not drawn)	1578	1518
CN1CCN(C(c2cc3cc4c(cc3[nH]c2=O)OCCO4)c2nnnn2C2CCCC2)CC1 (stereo not drawn)	1837	1947
COCCCNC(=O)Cn1cc2c(n1)CCC(C)C2 (stereo not drawn)	1715	1662
O=C(Nc1nc2c(s1)CCCC2)c1cccc(S(=O)(=O)N2CCCc3ccccc32)c1	1653	1850
Cc1cc2ncc(-c3cccc(Cl)c3)cn2n1	1536	1742
COc1ccc(CCN(Cc2cccs2)S(=O)(=O)c2ccc(S(=O)(=O)N(C)C3CCCCC3)cc2)cc1OC	1580	2115
Cc1cc(C)c2c(c1)/C(=N/Nc1ccc(S(N)(=O)=O)cc1[N+](=O)[O-])CCC2	1868	1631
NC(=O)C1=C[C@H](c2ccc3c(c2)OCO3)C[C@H](OCc2ccc(CO)cc2)O1	1781	1580
O=C(N/N=C/c1ccc(OC(F)F)cc1)C1=COCCO1	1365	1838
CCOC(=O)c1cc(=O)c2c([N+](=O)[O-])ccc(OC)c2o1	1392	1692
COc1cc(/C=C/c2noc(-c3ccccc3O)n2)cc(OC)c1OC	1535	1896
O=c1c(Br)c(NCc2ccccc2)cnn1-c1ccc(F)cc1	1546	1901
CC1CCCCN1S(=O)(=O)c1cnc(Cl)c(Br)c1 (stereo not drawn)	1655	1986
C=CCn1cnc2c(nnn2-c2ccc(C)c(C)c2)c1=O	1663	1818
O=S(NC1CCCCC1)C12CC3CC(CC(C3)C1)C2 (stereo not drawn)	1297	1682
Nc1nonc1-n1nnc(C(=O)N/N=C/c2ccccc2)c1CSc1ccc(Cl)cc1	1899	1721
C#CCOc1nc(C)cc(C)c1S(=O)(=O)c1ccccc1C	1613	2212
CCOC(=O)c1sc(C)c2c(=O)n(Cc3ccc(Cl)cc3)cnc12	1963	2102
O=C(COC(=O)c1cc(=O)[nH]c(=O)[nH]1)NCc1ccccc1	1708	1830
Cc1cc(C(=O)CC#N)c(C)n1-c1c(C)n(C)n(-c2ccccc2)c1=O	1447	1741
O=C1c2ccccc2C(Nc2cccnc2)N1Cc1ccccc1Cl (stereo not drawn)	1614	1714

Compound activity from PubChem.

An excerpt (hit frequency here may not be typical).
